KOR beta-arrestin-1 = KOR agonists, beta-arrestin recruitment, primary screen, cell-based, luminescence, uHTS (AID 1777); one-dose activation, % at 10 µM; EC50 in µM for titrated hits; KOR beta-arrestin recruitment, luminescence; higher % means a stronger effect; 280,000 tested, 0.02% active; in the data active means activation above about 50%, passing the limit was not always enough; further: a part of the inactive calls stands beside numbers as strong as those of hits
GPR55 LPI antagonism = inhibition of LPI-stimulated GPR55 beta-arrestin translocation – imaging, U2OS, beta-arrestin-GFP, LPI agonist, primary screen (AID 2013) | U2OS GPR55 beta-arrestin-GFP translocation imaging, LPI antagonism; higher % means a stronger effect | one-dose inhibition, % at 10 µM; IC50 in µM for titrated hits | 290,000 tested, 0.13% active;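 active means spots per cell inhibited over 60%, with over 100 cells counted and total cytoplasm intensity under 500,000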;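 further: U2OS cells stably carrying GPR55 and arrestin-GFP stimulated by 5 µM LPI near EC80; imaged beta-arrestin-GFP aggregate spots per cell after agonist stimulation; plate controls were LPI-stimulated DMSO wells for no effect and DMSO wells without LPI for full effect; some results filed as inactive read as strong as hits; confirmed hits need IC50 under 10 µM and bright autofluorescent wells are also inconclusive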
T cell modulator = T cell immune modulators affecting CD8 T cell-vesicle binding. 2C CD8+ T cell-vesicle binding, flow cytometry; active compounds read low. calls only at 7 µM. 330,000 tested, 0.068% active. AID 2052;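 active means response, share of CD8 T cells binding vesicles, and their 90th percentile fluorescence all below set limits, cut at about 80% in these data, passing the limit was not always enough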
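Material: 2C TCR transgenic mouse naive CD8+ T cells, MACS-purified. Also added: QL9-charged Drosophila Ld/ICAM-1/B7-1 vesicles. Timing: binding 1.5 h at 37 °C. Measured by: high-throughput flow cytometry with anti-B7-1 and anti-CD8 staining. Read-out: percent CD8+ FL2 mean versus row control. Controls: Unloaded micro-vesicles (low), QL9 vesicles with 0.7% DMSO (high).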
West Nile virus CPE = inhibition of WNV-induced cytopathic effect – cell-based, CPE readout (AID 1621) | West Nile virus-infected cells, CPE inhibition; higher % means a stronger effect | CPE inhibition, % at 10 µM, or IC50 in µM where a hit was titrated | 290,000 tested, 0.02% active; in the data active means a potency from the dose series; further: strong numbers were not always called active
KOR beta-arrestin-2 = kappa opioid receptor blockers – cell-based, luminescence, uHTS (AID 1778). KOR beta-arrestin recruitment, luminescence, antagonist mode; higher % means a stronger effect. one-dose inhibition, % at 10 µM; IC50 in µM for titrated hits. 290,000 tested, 0.091% active; in the data active means inhibition above about 50%; further: strong numbers were not always called active
NTR1 ag = NTR1-driven beta-arrestin-GFP spot formation – imaging, U2OS cells, high content, primary screen (AID 493036); P30989; agonist mode; activation, % at 20 µM; 330,000 tested, 0.17% active;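 active means activation at or above 40% of the spot to cytoplasm intensity ratio, with at least 20 cells analyzed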;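 further: 0% = DMSO without peptide and 100% = 100 nM NTR1 peptide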
Target sequence (P30989 whole entry, looked up): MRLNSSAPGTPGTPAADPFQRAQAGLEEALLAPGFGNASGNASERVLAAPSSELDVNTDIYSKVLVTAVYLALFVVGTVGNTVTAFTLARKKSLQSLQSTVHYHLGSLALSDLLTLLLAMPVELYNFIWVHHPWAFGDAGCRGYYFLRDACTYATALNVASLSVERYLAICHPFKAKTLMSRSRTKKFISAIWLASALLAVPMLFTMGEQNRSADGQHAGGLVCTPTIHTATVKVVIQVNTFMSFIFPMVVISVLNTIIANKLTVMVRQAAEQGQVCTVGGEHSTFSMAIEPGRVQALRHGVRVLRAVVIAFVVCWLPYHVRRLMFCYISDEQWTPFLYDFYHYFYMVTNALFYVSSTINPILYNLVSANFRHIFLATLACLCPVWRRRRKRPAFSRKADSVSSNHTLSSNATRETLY
PhoP inhibition = inhibitors of PhoP regulon expression, primary screen, Salmonella Typhimurium, GFP reporter (AID 1863) | S. Typhimurium PhoP-regulated promoter GFP reporter, 4 h; higher % means a stronger effect | 300,000 tested, 0.16% active | one-dose inhibition, % at 50 µM; IC50 in µM for titrated hits;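 active means inhibition over 29.93%, a cutoff 3 SD above the screen mean, later confirmed by dose response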;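 further: 0% = low Mg2+ inducing control and 100% = high Mg2+ repressing control; strong numbers were not always called active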
GPR55 activation = selective activators of receptor GPR55 – imaging, U2OS cells, beta-arrestin-GFP redistribution, primary screen (AID 1961); 290,000 tested, 0.048% active; one-dose activation, % at 10 µM; EC50 in µM for titrated hits; U2OS GPR55 beta-arrestin-GFP redistribution imaging; higher % means a stronger effect;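 active means activation above 40% with more than 50 cells counted in the well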;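 further: U2OS osteosarcoma cells stably expressing GPR55 and beta-arrestin-GFP; plate controls were DMSO negative control for no effect and LPI positive control for full effect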
GPR35 arrestin U2OS = GPR35 antagonists blocking zaprinast-driven arrestin recruitment, primary screen, imaging, U2OS, beta-arrestin-GFP, zaprinast agonist (AID 2058); inhibition, % at 10 µM, or IC50 in µM where a hit was titrated; U2OS GPR35 beta-arrestin-GFP translocation imaging, zaprinast antagonism; higher % means a stronger effect; 290,000 tested, 0.052% active;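 active means inhibition of at least 50% with at least 30 cells and total cytoplasm GFP at most 10,000,000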
T cell modulator vesicle-bound % = recorded beside T cell modulator, whose call it bears; double positive events, %; measured here: CD8+ vesicle-bound cell fraction;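 binding gate set so that unloaded-vesicle control wells show 10% double positive cells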
NTR1 ag cell count 20 µM = also measured in NTR1 ag; calls as there; cell count; measured here: cell count, cytotoxicity flag
* marks the source's active call; other numbers are inactive results; [ ] = remark or other dose.

For CSc1ccccc1OCc1cc(C(=O)NCCCn2nc(C)cc2C)no1 the results were KOR beta-arrestin-1 2.7%, GPR55 LPI antagonism -4%, T cell modulator inactive, West Nile virus CPE -1.5%, KOR beta-arrestin-2 -5%, NTR1 ag -0.7, PhoP inhibition 9%, GPR55 activation -0.1%, GPR35 arrestin U2OS -11%, T cell modulator vesicle-bound % 2 and NTR1 ag cell count 20 µM 66.
Screening S=c1nc(-c2ccccc2Br)[nH][nH]1 returned KOR beta-arrestin-1 0.0%, GPR55 LPI antagonism 5%, T cell modulator inactive, West Nile virus CPE -0.2%, KOR beta-arrestin-2 -38%, NTR1 ag 0.0, PhoP inhibition -2%, GPR55 activation 0.0%, GPR35 arrestin U2OS 1%, T cell modulator vesicle-bound % 61 and NTR1 ag cell count 20 µM 56.
`O=C(Nc1ccccc1Br)C1CCN(C(=O)Cc2ccccc2)CC1` gave KOR beta-arrestin-1 -0.6%, GPR55 LPI antagonism 6%, T cell modulator inactive, West Nile virus CPE -0.4%, KOR beta-arrestin-2 -4%, NTR1 ag 1.7, PhoP inhibition 9%, GPR55 activation 0.2%, GPR35 arrestin U2OS 18%, T cell modulator vesicle-bound % 4 and NTR1 ag cell count 20 µM 64.
Nc1nc(SCC(=O)NCCCO)nc2sc3c(c12)CCC3 was read as KOR beta-arrestin-1 24%, GPR55 LPI antagonism 1%, T cell modulator inactive, West Nile virus CPE 0.0%, KOR beta-arrestin-2 -32%, NTR1 ag 0.0, PhoP inhibition 17%, GPR55 activation -0.1%, GPR35 arrestin U2OS 13%, T cell modulator vesicle-bound % 24 and NTR1 ag cell count 20 µM 58.
For COc1ccc(NC(=O)NNC(=O)CCC(=O)Nc2ccccc2Cl)cc1 the results were KOR beta-arrestin-1 -4.3%, GPR55 LPI antagonism 5%, T cell modulator inactive, West Nile virus CPE 0.4%, KOR beta-arrestin-2 6%[20 µM], NTR1 ag 1.8, PhoP inhibition 2%, GPR55 activation 0.5%, GPR35 arrestin U2OS 8%, T cell modulator vesicle-bound % 36 and NTR1 ag cell count 20 µM 35.
`COCCN1CCN(C(=O)c2cc(COc3ccc(F)cc3F)on2)CC1` gave KOR beta-arrestin-1 2.3%, GPR55 LPI antagonism 6%, T cell modulator inactive, West Nile virus CPE -0.5%, KOR beta-arrestin-2 5%, NTR1 ag 0.0, PhoP inhibition -2%, GPR55 activation -0.1%, GPR35 arrestin U2OS -20%, T cell modulator vesicle-bound % 8 and NTR1 ag cell count 20 µM 74.
`Cc1cccc(N2CCN(C(=O)c3cccc(N4CCCC4=O)c3)C(C)C2)c1` (stereo unspecified) gave KOR beta-arrestin-1 0.0%, GPR55 LPI antagonism -11%, T cell modulator inactive, West Nile virus CPE 0.2%, KOR beta-arrestin-2 -50%, NTR1 ag 0.9, PhoP inhibition -11%, GPR55 activation -0.1%, GPR35 arrestin U2OS -5%, T cell modulator vesicle-bound % 29 and NTR1 ag cell count 20 µM 64.
`COc1cc(OC)cc(C(=O)N[C@H](C(=O)NCc2ccc(F)cc2)C(C)C)c1` gave KOR beta-arrestin-1 4.5%, GPR55 LPI antagonism 2%, T cell modulator inactive, West Nile virus CPE -0.8%, KOR beta-arrestin-2 -1%, NTR1 ag -1.4, PhoP inhibition 3%, GPR55 activation -0.2%, GPR35 arrestin U2OS 7%, T cell modulator vesicle-bound % 60 and NTR1 ag cell count 20 µM 101.
Screening COC(=O)c1cc(NC(=O)c2cc(C)oc2C)cc(C(=O)OC)c1 returned KOR beta-arrestin-1 -6.2%, GPR55 LPI antagonism 4%, T cell modulator inactive, West Nile virus CPE -0.6%, KOR beta-arrestin-2 9%, NTR1 ag 1.2, PhoP inhibition -1%, GPR55 activation -0.2%, GPR35 arrestin U2OS 8%, T cell modulator vesicle-bound % 24 and NTR1 ag cell count 20 µM 80.
Screening O=C(/C=C/c1cccc(F)c1)NCc1ccc2c(c1)OCO2 returned KOR beta-arrestin-1 -1.1%, GPR55 LPI antagonism -3%, T cell modulator inactive, West Nile virus CPE -0.2%, KOR beta-arrestin-2 -14%, NTR1 ag -1.6, PhoP inhibition 3%, GPR55 activation 0.3%, GPR35 arrestin U2OS 15%, T cell modulator vesicle-bound % 8 and NTR1 ag cell count 20 µM 41.
For CCCn1c(C)cc(C(=O)COC(=O)c2cc(S(=O)(=O)NCC(C)C)c(Cl)cc2Cl)c1C the results were KOR beta-arrestin-1 -4.7%, GPR55 LPI antagonism -13%, T cell modulator inactive, West Nile virus CPE 0.6%, KOR beta-arrestin-2 8%, NTR1 ag 3.4, PhoP inhibition -14%, GPR55 activation -0.1%, GPR35 arrestin U2OS -1%, T cell modulator vesicle-bound % 37 and NTR1 ag cell count 20 µM 44.
`CC(C)(C)NC(=O)C(c1ccccn1)N(C(=O)c1csnn1)C1CCCCC1` (stereo unspecified) gave KOR beta-arrestin-1 -10%, GPR55 LPI antagonism 28%, T cell modulator inactive, West Nile virus CPE -0.6%, KOR beta-arrestin-2 -12%[20 µM], NTR1 ag -0.1, PhoP inhibition -1%, GPR55 activation 0.3%, GPR35 arrestin U2OS -1%, T cell modulator vesicle-bound % 35 and NTR1 ag cell count 20 µM 92.

Two records picked at random from the list so far, as already listed:
Nc1nc(SCC(=O)NCCCO)nc2sc3c(c12)CCC3 was read as KOR beta-arrestin-1 24%, GPR55 LPI antagonism 1%, T cell modulator inactive, West Nile virus CPE 0.0%, KOR beta-arrestin-2 -32%, NTR1 ag 0.0, PhoP inhibition 17%, GPR55 activation -0.1%, GPR35 arrestin U2OS 13%, T cell modulator vesicle-bound % 24 and NTR1 ag cell count 20 µM 58.
For CSc1ccccc1OCc1cc(C(=O)NCCCn2nc(C)cc2C)no1 the results were KOR beta-arrestin-1 2.7%, GPR55 LPI antagonism -4%, T cell modulator inactive, West Nile virus CPE -1.5%, KOR beta-arrestin-2 -5%, NTR1 ag -0.7, PhoP inhibition 9%, GPR55 activation -0.1%, GPR35 arrestin U2OS -11%, T cell modulator vesicle-bound % 2 and NTR1 ag cell count 20 µM 66.

Following part
For CCc1nnc(SCC(=O)Nc2ccc(N3CCOCC3)cc2)o1 the results were KOR beta-arrestin-1 0.1%, GPR55 LPI antagonism 1%, T cell modulator inactive, West Nile virus CPE 0.5%, KOR beta-arrestin-2 -15%, NTR1 ag -1.2, PhoP inhibition 1%, GPR55 activation 0.3%, GPR35 arrestin U2OS -7%, T cell modulator vesicle-bound % 32 and NTR1 ag cell count 20 µM 44.
Screening CC(=O)N1CCCN(Cc2cn(-c3cccc(C)c3)nc2-c2cccc(F)c2)CC1 returned KOR beta-arrestin-1 2.4%, GPR55 LPI antagonism -3%, T cell modulator inactive, West Nile virus CPE -1.0%, KOR beta-arrestin-2 16%, NTR1 ag 1.3, PhoP inhibition 2%, GPR55 activation 0.0%, GPR35 arrestin U2OS 1%, T cell modulator vesicle-bound % 41 and NTR1 ag cell count 20 µM 55.
Cc1ccccc1NC(=O)CSc1nc(COc2ccccc2)nc2ccccc12 was read as KOR beta-arrestin-1 5.1%, GPR55 LPI antagonism 0%, T cell modulator inactive, West Nile virus CPE -0.1%, KOR beta-arrestin-2 -1%, NTR1 ag 2.1, PhoP inhibition -12%, GPR55 activation -0.1%, GPR35 arrestin U2OS 6%, T cell modulator vesicle-bound % 32 and NTR1 ag cell count 20 µM 58.
Cc1ccc(/C=N/NC(=O)c2ccco2)cc1 was read as KOR beta-arrestin-1 7.8%, GPR55 LPI antagonism 16%, T cell modulator inactive, West Nile virus CPE 0.0%, KOR beta-arrestin-2 -10%, NTR1 ag -0.1, PhoP inhibition -5%, GPR55 activation 0.5%, GPR35 arrestin U2OS -2%, T cell modulator vesicle-bound % 34 and NTR1 ag cell count 20 µM 67.
CN(C(=O)c1ccccc1C(=O)c1ccccc1)C1CCS(=O)(=O)C1 (stereo unspecified) was read as KOR beta-arrestin-1 5.5%, GPR55 LPI antagonism -1%, T cell modulator inactive, West Nile virus CPE 0.6%, KOR beta-arrestin-2 -14%, NTR1 ag 0.2, PhoP inhibition 9%, GPR55 activation -0.1%, GPR35 arrestin U2OS 0%, T cell modulator vesicle-bound % 45 and NTR1 ag cell count 20 µM 48.
For O=CN1CCN(S(=O)(=O)c2ccc(S(=O)(=O)NC3CCCCC3)cc2)CC1 the results were KOR beta-arrestin-1 1.4%, GPR55 LPI antagonism 4%, T cell modulator inactive, West Nile virus CPE 0.6%, KOR beta-arrestin-2 -39%, NTR1 ag -0.8, PhoP inhibition -5%, GPR55 activation -0.2%, GPR35 arrestin U2OS 15%, T cell modulator vesicle-bound % 17 and NTR1 ag cell count 20 µM 37.
Screening CCN(CC)S(=O)(=O)c1ccc2c(c1)nc(-c1ccccn1)n2C returned KOR beta-arrestin-1 4.6%, GPR55 LPI antagonism 0%, T cell modulator inactive, West Nile virus CPE 0.8%, KOR beta-arrestin-2 -7%, NTR1 ag 0.3, PhoP inhibition -5%, GPR55 activation -0.1%, GPR35 arrestin U2OS 8%, T cell modulator vesicle-bound % 15 and NTR1 ag cell count 20 µM 55.
For Cc1cc(NC(=O)c2ccc(F)c(S(=O)(=O)N3CCCCC3)c2)no1 the results were KOR beta-arrestin-1 3.8%, GPR55 LPI antagonism -18%, West Nile virus CPE -0.4%, KOR beta-arrestin-2 -13%, NTR1 ag 1.3, GPR55 activation 0.0%, GPR35 arrestin U2OS -5% and NTR1 ag cell count 20 µM 57.
`O=C(COC(=O)C1(c2ccccc2F)CCCC1)NCc1ccc2c(c1)OCO2` gave KOR beta-arrestin-1 2.7%, GPR55 LPI antagonism 17%, T cell modulator inactive, West Nile virus CPE -0.3%, KOR beta-arrestin-2 8%, NTR1 ag 0.0, PhoP inhibition 0%, GPR55 activation 0.8%, GPR35 arrestin U2OS 0%, T cell modulator vesicle-bound % 34 and NTR1 ag cell count 20 µM 73.
For Cc1ccc(NC(=O)C(C)S)cc1 (stereo unspecified) the results were KOR beta-arrestin-1 2.7%, GPR55 LPI antagonism 0%, T cell modulator inactive, West Nile virus CPE 0.6%, KOR beta-arrestin-2 -3%, PhoP inhibition -2%, GPR55 activation 0.0%, GPR35 arrestin U2OS 6% and T cell modulator vesicle-bound % 62.
`c1ccc(Oc2cc(-c3ccccc3)ncn2)cc1` gave KOR beta-arrestin-1 0.2%, GPR55 LPI antagonism -16%, T cell modulator inactive, West Nile virus CPE 0.8%, KOR beta-arrestin-2 -5%, NTR1 ag 0.6, PhoP inhibition 32%, GPR55 activation 0.0%, GPR35 arrestin U2OS -2%, T cell modulator vesicle-bound % 50 and NTR1 ag cell count 20 µM 55.

High-throughput results from PubChem BioAssay.
